High-throughput results deposited in PubChem BioAssay by National Center for Advancing Translational Sciences (NCATS).
FEN1 inhibitor = human FEN1 inhibition | Recombinant FEN1 flap cleavage, fluorescence, 15 min | Potency, µM (top dose mostly 114 µM), for the others: at the top dose activity change, negative = inhibition, most hits filed as inhibitors | 0.35% of 390,000 active | AID 588795; note: nearly all actives have a fitted effect of over 65% in size
Target sequence (P39748 whole entry, looked up): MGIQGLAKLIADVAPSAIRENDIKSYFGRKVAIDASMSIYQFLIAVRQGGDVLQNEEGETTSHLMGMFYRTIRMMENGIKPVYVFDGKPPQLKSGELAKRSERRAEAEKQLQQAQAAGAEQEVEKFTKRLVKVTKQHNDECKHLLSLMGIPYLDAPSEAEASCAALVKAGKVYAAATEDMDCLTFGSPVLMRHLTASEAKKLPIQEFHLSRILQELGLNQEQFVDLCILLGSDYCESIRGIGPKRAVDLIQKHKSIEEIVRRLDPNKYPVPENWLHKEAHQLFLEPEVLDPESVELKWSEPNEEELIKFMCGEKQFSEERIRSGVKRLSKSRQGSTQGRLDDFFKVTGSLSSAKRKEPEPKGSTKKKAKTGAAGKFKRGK
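Enzyme 10 nM, 15 min RT preincubation with compound; start with substrate 50 nM final; reads at 0 and 15 min; qHTS titration, four-parameter Hill fit.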
TDP1 inh = blocks human tyrosyl-DNA phosphodiesterase 1; Q9NUW8; recombinant TDP1, AlphaScreen DNA substrate cleavage; Potency, µM (titrated, usually from 130 µM), inactives show top-dose activity change, negative = inhibition, most hits filed as inhibitors; 0.28% of 350,000 active; AID 485290; note: nearly all actives have a fitted effect of over 40% in size
Target sequence (Q9NUW8 whole entry, looked up): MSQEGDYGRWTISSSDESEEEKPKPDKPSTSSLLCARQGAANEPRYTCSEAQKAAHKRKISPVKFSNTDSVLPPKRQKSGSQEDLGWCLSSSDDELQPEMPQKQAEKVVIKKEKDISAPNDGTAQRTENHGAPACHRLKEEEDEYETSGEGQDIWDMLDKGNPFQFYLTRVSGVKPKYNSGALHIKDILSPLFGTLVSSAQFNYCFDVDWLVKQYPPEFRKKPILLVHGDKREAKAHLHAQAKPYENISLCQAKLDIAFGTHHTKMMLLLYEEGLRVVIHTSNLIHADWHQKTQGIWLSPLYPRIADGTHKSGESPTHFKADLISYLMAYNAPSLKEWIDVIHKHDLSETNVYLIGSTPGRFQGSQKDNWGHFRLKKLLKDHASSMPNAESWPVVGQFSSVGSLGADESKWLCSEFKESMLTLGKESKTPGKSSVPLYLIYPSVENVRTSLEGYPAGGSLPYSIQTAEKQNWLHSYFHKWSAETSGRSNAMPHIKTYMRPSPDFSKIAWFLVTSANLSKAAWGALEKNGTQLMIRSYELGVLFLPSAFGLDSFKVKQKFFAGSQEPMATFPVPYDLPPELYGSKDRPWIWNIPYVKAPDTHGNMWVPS
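Tdp1 1 nM final; 15 min RT w/ cpd; substrate 15 nM, 5 min; beads 10 ug/ml, 10 min; AlphaScreen read. Neg ctrl: no enzyme.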
N370S GC = inhibitors or activators of N370S glucocerebrosidase for Gaucher disease. 0.092% of 330,000 active. N370S GC spleen homogenate, 4MU-glucoside fluorescence. Potency, µM (titrated, usually from 59.4 µM), for inactives: at the top dose activity change, negative = inhibition, usual class: inhibitors. P04062;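 note: 0% = full enzyme activity and -100% = no enzyme basal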
* = called active by the depositor; ? = inconclusive; / = no result given; & = joins results of further samples; [ ] = another dose, or the depositor's remark. Calls come from the whole dose curve; as a rule, active = well fitted curve in the direction sought with a large enough effect; inconclusive = small, poorly fitted or top-dose-only effect, or another doubt; inactive = no such curve, though single readings can be large; an effect the other way counts as inactive or inconclusive. Unless noted, % is set by controls: 0 for no effect and ±100 for the full control effect; potency is the fitted concentration of half-maximal effect.

SMILES | FEN1 inhibitor | TDP1 inh | N370S GC
COc1cc(Cl)c(NC(=O)C(NS(=O)(=O)c2cccs2)C(C)C)c(OC)c1 (stereo not given) | -6.1% | 6.2% | /
COc1cccc(-n2c(SCC(N)=O)nc3ccccc3c2=O)c1 | -13.4% | 2.4% | -1.3%
CN1CCN(C(=S)NC(=O)/C=C/c2cccs2)CC1 | 0.5% | 5.7% | -7.4%
CC(C)CCC(O)(c1ccccc1)C(CN1CCOCC1)c1ccccc1 (stereo not given) | 2.0% | / | ?
C=C(C)CSc1nc2sc3c(c2c(=O)n1-c1ccccc1)CC(C(C)C)OC3 (stereo not given) | -5.9% | -5.7%[12.3 µM] | /
O=C(CC(c1ccccc1)(c1ccccc1)c1ccccc1)N[C@@H](Cc1ccccc1)C(=O)O | 13.3% | 3.8% | 20.1%
Cc1nnc(SCc2ccccc2F)n1NCc1cccs1 | 8.1% | 3.3% | -3.3%
CC(=O)N1CCCc2cc(S(=O)(=O)N3CCCC(C)C3)ccc21 (stereo not given) | 14.3% | 1.7% | 2.8%
CCOc1cc(-c2c(C#N)c(N)nc3c2CCCC3)ccc1O | 0.2% | 6.3% | -11.4%
CCC(C)NC(=O)c1ccccc1NC(=O)c1ccc(CSc2ccccc2)cc1 (stereo not given) | -6.3% | -4.2% | 5.3%
CS(=O)(=O)c1ccccc1-c1nnc(NC(=O)c2ccc3c(c2)OCCO3)o1 | 0.3% | 10.8% | /
CCOC(=O)C1=C(COC(=O)[C@@H](NC(=O)c2cccc(C)c2)C(C)C)NC(=O)NC1C (stereo not given in full) | 7.6% | -0.9% | /
COc1cc(OC)cc(C(=O)OCC(=O)NC(c2ccccc2)c2ccccc2)c1 | -17.3% | -0.6% | /
CNC(=S)NNC(=O)CNc1ccc(C)c(Cl)c1 | 15.8% | -2.6% | -3.4%
CC(=O)NS(=O)(=O)c1ccc(NC(=O)c2cc(-c3ccc(C)c(C)c3)nc3ccccc23)cc1 | -15.8% | 3.0% | 19.1%
N#CCCNS(=O)(=O)c1ccc(C(=O)OCCCOC(=O)c2ccc(S(=O)(=O)NCCC#N)cc2)cc1 | 13.2% | 3.6% | -1.8%
Cc1cc(NC(=O)c2c(Br)cnn2C)no1 | -20.0% | 1.6% | -13.2%
Cc1nc(/C=C/c2ccccc2)[nH]c(=O)c1-c1ccccc1 | -6.2% | 3.1% | 6.7%
CCOc1ccc(/C=N/NC(=O)NC23CC4CC(CC(C4)C2)C3)cc1O | -1.1% | 5.4%[56.1 µM] | 21.4%
O=C(CN(Cc1ccccc1)S(=O)(=O)c1ccc(F)cc1)NCc1ccncc1 | -9.6% | 4.4% | -1.4%
COc1cccc(-c2noc(CCCC(=O)NCc3ccco3)n2)c1 | 22.8% | 4.9% | /
COc1ccccc1NS(=O)(=O)c1ccc2c(c1)N(C(C)=O)CC(C)S2 (stereo not given) | 0.9% | 1.7% | -2.3%
N#C/C(=C(/O)CN1CCOCC1)c1nc2ccccc2s1 | 4.9% | 9.1% | 3.6%
O=S(=O)(c1ccc(F)cc1)N1CC2CCCN2c2ccc(C(F)(F)F)cc21 (stereo not given) | -5.2% | -4.8% | 20.2%
CCOc1ccc(N2CC(C(=O)NCCc3ccc(OC)c(OC)c3)CC2=O)cc1 (stereo not given) | 4.5% | 2.8%[56.1 µM] | -4.1%
O=C(CSc1ccc(-c2ccco2)nn1)Nc1cccc(F)c1 | 3.3% | -0.8% | 5.9%
O=C(NCc1ccccc1F)C1CCCN1C(=O)NCc1ccccc1 (stereo not given) | -8.7% | 1.9% | -0.9%
CCOc1ccc(NC(=O)CC2C(=O)N(c3ccccc3)C(=O)N2Cc2cccc(OC)c2)cc1 (stereo not given) | -5.2% | 2.8% | /
Cc1ccc(-c2noc(CCC(=O)N3CCN(c4cc(C)ccc4C)CC3)n2)cc1 | -23.7% | -3.7%[56.1 µM] | /
COC(=O)[C@H]1Cc2cnoc2C[C@]1(C)C(=O)O | -3.1% | 0.0% | 6.5%
Cc1ccc(SCC(=O)c2c(C)nc3ccccn23)cc1 | 1.1% | 3.6% | 21.0%
NNC(=O)CSCc1ccc(Cl)cc1Cl | 1.8% | -2.7% | -6.6%
COc1cccc(CNC(=O)C2CCN(C(=O)c3cnn(-c4ccccc4)c3-n3cccc3)CC2)c1 | -21.2% | 0.0% | /
CC(C)c1nn2c(=O)cc(COC(=O)c3cccc(NC(=O)c4ccccc4F)c3)nc2s1 | -0.9% | 3.8% | /
CS(=O)(=O)N1CCc2cc(C(=O)N3CCOCC3)ccc21 | -4.1% | 0.0% | -12.2%
CC(C)c1nccn1S(=O)(=O)c1cc([N+](=O)[O-])ccc1Cl | -3.9% | -7.0% | 3.9%
COc1cccc(C(=O)Nc2nc(-c3ccc(S(=O)(=O)N4CCOCC4)cc3)cs2)c1 | -6.4% | 5.6% | -2.6%
CCOc1ccc(C(=O)/C=C/Nc2ccc(S(=O)(=O)Nc3cc(C)nc(C)n3)cc2)cc1 | -17.5% | ? | -6.1%
Cc1cccc(NC(=O)CSc2nnc(N)s2)c1 | -1.6% | 1.3%[12.3 µM] | /
COc1ccc(NC(=O)CS(=O)(=O)c2ccc(C)cc2)c(OC)c1 | 15.9% | -8.1% | 0.2%

Part of the list above in order of molar mass, low to high.
SMILES | FEN1 inhibitor | TDP1 inh | N370S GC
NNC(=O)CSCc1ccc(Cl)cc1Cl | 1.8% | -2.7% | -6.6%
Cc1cccc(NC(=O)CSc2nnc(N)s2)c1 | -1.6% | 1.3%[12.3 µM] | /
Cc1ccc(SCC(=O)c2c(C)nc3ccccn23)cc1 | 1.1% | 3.6% | 21.0%
N#C/C(=C(/O)CN1CCOCC1)c1nc2ccccc2s1 | 4.9% | 9.1% | 3.6%
CS(=O)(=O)N1CCc2cc(C(=O)N3CCOCC3)ccc21 | -4.1% | 0.0% | -12.2%
O=C(CSc1ccc(-c2ccco2)nn1)Nc1cccc(F)c1 | 3.3% | -0.8% | 5.9%
CC(C)c1nccn1S(=O)(=O)c1cc([N+](=O)[O-])ccc1Cl | -3.9% | -7.0% | 3.9%
COc1ccc(NC(=O)CS(=O)(=O)c2ccc(C)cc2)c(OC)c1 | 15.9% | -8.1% | 0.2%
O=C(NCc1ccccc1F)C1CCCN1C(=O)NCc1ccccc1 (stereo not given) | -8.7% | 1.9% | -0.9%
COc1ccccc1NS(=O)(=O)c1ccc2c(c1)N(C(C)=O)CC(C)S2 (stereo not given) | 0.9% | 1.7% | -2.3%
O=S(=O)(c1ccc(F)cc1)N1CC2CCCN2c2ccc(C(F)(F)F)cc21 (stereo not given) | -5.2% | -4.8% | 20.2%
Cc1ccc(-c2noc(CCC(=O)N3CCN(c4cc(C)ccc4C)CC3)n2)cc1 | -23.7% | -3.7%[56.1 µM] | /
CCOc1ccc(C(=O)/C=C/Nc2ccc(S(=O)(=O)Nc3cc(C)nc(C)n3)cc2)cc1 | -17.5% | ? | -6.1%
CC(C)c1nn2c(=O)cc(COC(=O)c3cccc(NC(=O)c4ccccc4F)c3)nc2s1 | -0.9% | 3.8% | /

Following part
SMILES | FEN1 inhibitor | TDP1 inh | N370S GC
Cc1ccc(NC(=O)CCS(=O)(=O)c2ccc3c(c2)NC(=O)C(C)S3)cc1Cl (stereo not given) | -6.2% | 3.3% | 7.94µM*
CC1(O)CC2C(CC1O)C2(C)C (stereo not given) | / | 9.3%[56.1 µM] | 6.4%
Cc1ccc(Cl)c(NC(=O)CN2CCNC(=O)C2)c1Cl | 1.4% | 0.0% | -6.7%
O=C(NNC(=O)c1cccc(O)c1)Nc1ccc([N+](=O)[O-])cc1 | 1.1% | -1.2% | -3.2%
CN(C)S(=O)(=O)Oc1ccc(C(=O)Nc2cccc(C(F)(F)F)c2)cc1 | 3.8% | 6.0% | 12.4%
CCCN(CC1CC1)C(=O)COC(=O)c1ccc(C)cc1O | 1.6% | -2.9% | /
COc1cc(NC(=O)Nc2cccc(Cl)c2)c(OC)cc1NC(=O)CN1CCCCC1 | -11.0% | 10.0% | -23.9%
COc1ccc(CN2CCN(S(=O)(=O)c3ccc(F)cc3)CC2)c(OC)c1OC | 11.8% | -8.0% | -0.5%
Cc1ccc(C)c(NC(=O)c2cc(S(=O)(=O)N3CCc4ccccc4C3)ccc2F)c1 | 23.2% | 2.6% | /
CCOC(=O)c1cc(C(=O)NN)c(=O)[nH]c1C | -3.3% | 4.3% | 8.6%
Nc1ccnc(Oc2ccc(F)cc2)c1 | 0.3% | 5.8% | -2.5%
CCCCCCNCc1c(F)cccc1Cl | 5.1% | 5.5% | -0.5%
Cc1ccc(OCC(=O)NC2CC(C)(C)NC(C)(C)C2)cc1C | -0.5% | 2.5% | -0.4%
Cc1[nH]c(=O)[nH]c(=O)c1S(=O)(=O)Nc1ccc(F)cc1Cl | 6.7% | / | -6.5%
CCOC(=O)C(C)N1C(=O)S/C(=C/c2ccc3c(c2)n(C)c(=O)n3C)C1=O (stereo not given) | -31.0% | -8.6% | 11.2%
COc1cccc(NC(=O)/C(C#N)=C\c2cn(Cc3ccc(Cl)cc3)c3ccccc23)c1 | 6.0% | 0.4%[12.3 µM] | /
COc1ccc(NC(=O)Cc2ccc(C)cc2)cc1S(=O)(=O)N1CCCCC1 | 13.6% | 1.2% | /
COc1ccc(C(=O)OCC2CC(c3ccccc3)N(C)O2)cc1 (stereo not given) | -0.5% | 0.0% | -19.6%
Cc1ccc(NC(=O)c2c(C)cc(C)nc2SCC(=O)Nc2ccc(Br)cc2)cc1 | -8.5% | -4.7% | /
Nc1c(C(=O)C2CC2)sc2nc3c(cc12)CCC3 | -1.4% | 2.4% | 24.0%
O=C(NCc1ccccc1Cl)C(=O)NCC(c1ccco1)S(=O)(=O)c1cccs1 (stereo not given) | 15.1% | -2.6% | /
COc1ccc(CNC(=O)c2ccccc2C(=O)O)cc1 | 4.5% | 2.6% | 11.3%
CC(=O)NCC(=O)OCC(=O)c1ccc2ccccc2c1 | 11.6% | 0.9% | /
O=C(COc1ccc2c(C(F)(F)F)cc(=O)oc2c1)Nc1ccc2c(c1)OCCO2 | 1.3% | 4.0% | -11.3%
CC1(C)OC1COc1c2ccoc2cc2oc(=O)ccc12 (stereo not given) | -10.2% | 2.6% | -6.6%
CC(C)OCCCNC(=O)CCSc1ccc(Cl)cc1 | -3.5% | -4.7% | 19.7%
Cc1nnc(SCC2=C(C(=O)O)N3C(=O)C(NC(=O)Cn4nc(C(F)F)cc4C)C3SC2)s1 (stereo not given) | -3.3% | / | -18.1%
COC(=O)c1ccccc1NC(=O)CCS(=O)(=O)c1nc(-c2ccc3c(c2)OCO3)cc(C(F)(F)F)n1 | 3.5% | 2.9% | /
COc1ccc(C)cc1NC(=O)C(=O)NCC(c1cccnc1)N1CCN(c2ccccc2F)CC1 (stereo not given) | -1.6% | 1.3% | /
COc1ccc(N2CCN(C(c3cccs3)C(C)NC(=O)C(=O)N3CCOCC3)CC2)cc1 (stereo not given) | -4.8% | 9.5% | -0.5%
CNc1nc(-c2ccccc2)cc(C)c1S(C)(=O)=O | 10.9% | / | ?
CC(=O)Oc1ccc2nc(-c3ccco3)oc(=O)c2c1 | 14.2% | / | -8.7%
CCN(CC)c1ccc(/C=N/NC(=O)c2ccco2)c(O)c1 | -16.6% | 9.6% | -9.6%
CC(=O)c1ccc(N2CCN(C(=O)CCCc3nc4ccccc4s3)CC2)cc1 | 3.9% | -2.6% | 4.2%
Fc1ccccc1Nc1ncnc2c1nnn2Cc1ccccc1 | -0.5% | / | 1.5%
CC1(C)Oc2ccc3ccc(=O)oc3c2C[C@H]1O[C@@H]1O[C@H](CO)[C@@H](O)[C@H](O)[C@H]1O | -1.9% | -0.2% | /
CC(=O)c1ccc(-c2ccc(C(=O)Nc3nc(C)c(C(C)=O)s3)o2)cc1 | 13.6% | 0.2% | /
O=C(CCCn1c(SCC(=O)Nc2ccccc2Cl)nc2ccccc2c1=O)NCC1CCCO1 (stereo not given) | 14.2% | 0.0% | 21.0%
Cc1occc1C(=O)/C(C#N)=C/c1ccc(O)c(Br)c1 | 1.5% | -6.2%[0.0935 µM] | -8.9%
CCOc1ccccc1C(=O)Nc1nnc(COC)s1 | -2.0%&-12.0% | -4.7% | 1.2%
O=C(CCc1ccccc1)N[C@@H]1c2ccccc2CC[C@@H]1OCc1ccccc1 | -0.2% | 0.1%[56.1 µM] | /
Cc1ccc(OCC(=O)Nc2ccc(C(N)=O)cc2)cc1 | 1.4% | / | -5.2%
Cc1ccc(-c2nnc(N3CCN(c4ccccn4)CC3)c3ccccc23)cc1 | 9.7% | 3.3% | -3.7%
O=C(c1ccco1)N1CCN(C(=O)C(Cc2ccccc2)NS(=O)(=O)c2cccs2)CC1 (stereo not given) | 1.0% | 7.8% | 6.4%
